MT1-MMP act inh = blockers of MT1-MMP proenzyme processing, primary screen, HT1080 RFP-PRO-GFP cells, GFP/RFP fluorescence | Matrix metalloproteinase-14 (Homo sapiens), P50281 | GFP/RFP ratio fluorescence, overnight; percent of plate control window, DMSO zero | GFP/RFP ratio change, % at 20 µM | 360,000 compounds, 0.061% hits | AID 651647, 2012;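 active means GFP/RFP ratio change of at least 30% with cell ATP level not reduced by more than half and red fluorescence within 50% of control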; further: strong numbers were not always called active
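Assay system – RFP-PRO-GFP reporter HT1080 cells · Compound dosing – single dose of 20 µM compound, 1% DMSO final · Incubation – overnight compound exposure at 37 °C · Measure – GFP/RFP fluorescence ratio · Benchmarks – DMSO wells and RFP-L50D-GFP cells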
Rpn11 inh = Rpn11 (PSMD14) deubiquitinase inhibitors, primary screen, biochemical, fluorescence polarization, uHTS. 26S proteasome non-ATPase regulatory subunit 14 (Homo sapiens), O00487. calls only at 20 µM. human 26S proteasome, Ub4-pepOG fluorescence polarization; 20S core pre-blocked with epoxomicin. 360,000 compounds, 0.59% hits;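 active means inhibition at 20 µM, scaled to each plate's controls, above about 33%, limit read from the data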
Target sequence (O00487 whole entry, looked up): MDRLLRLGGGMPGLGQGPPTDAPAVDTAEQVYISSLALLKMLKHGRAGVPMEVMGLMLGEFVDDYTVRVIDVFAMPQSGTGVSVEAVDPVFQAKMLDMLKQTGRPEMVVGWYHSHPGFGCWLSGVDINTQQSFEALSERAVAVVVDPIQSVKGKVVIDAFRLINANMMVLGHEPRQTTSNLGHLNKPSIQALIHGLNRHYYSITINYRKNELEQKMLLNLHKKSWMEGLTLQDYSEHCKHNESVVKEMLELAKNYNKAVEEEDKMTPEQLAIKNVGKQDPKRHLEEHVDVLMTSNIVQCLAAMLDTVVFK
NadD block = inhibitors of S. aureus NadD, primary screen, biochemical, colorimetric, uHTS; Nicotinate-nucleotide adenylyltransferase NadD (Staphylococcus aureus N315); purified NadD enzyme, colorimetric absorbance read-out; inhibition, % at 20 µM; 360,000 compounds, 0.78% hits; in the data active means inhibition above about 26%; further: some compounds past the cut are filed as inactive
SKN-1 inh = suppressors of acrylamide-induced Pgst-4::GFP reporter in worms, primary screen, SKN-1 inhibitor project, whole organism, uHTS, GFP/RFP fluorescence ratio, strain VP596. C. elegans VP596 Pgst-4::GFP/RFP ratio, 24 h. inhibition, % at 21.8 µM. 360,000 compounds, 0.49% hits. AID 624304, 2012;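 active means interference check ratio from 0.5 to 1.5 plus GFP to RFP signal ratio inhibition reaching or exceeding a fixed threshold, cut at about 30% in these data, passing the limit was not always enough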; further: some compounds called inactive have numbers as strong as hits
SUMO1 PPI mod = modulators of SUMO1 protein-protein interactions, primary screen, biochemical, uHTS. Small ubiquitin-related modifier 1 (Homo sapiens), P63165. inhibition, % at 20 µM. SUMO1 binding to a labelled peptide, TR-FRET, 1 h. 360,000 compounds, 0.33% hits; in the data active means inhibition above about 37%
Target sequence (P63165 whole entry, looked up): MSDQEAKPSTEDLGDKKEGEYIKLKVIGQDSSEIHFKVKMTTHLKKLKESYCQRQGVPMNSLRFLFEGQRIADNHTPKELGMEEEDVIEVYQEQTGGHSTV
LMPTP block = LMPTP phosphatase inhibitors, primary screen, biochemical, fluorescence intensity, uHTS. recombinant LMPTP-A, OMFP fluorogenic substrate. inhibition, % at 20 µM. Low molecular weight phosphotyrosine protein phosphatase (Homo sapiens), P24666. 360,000 compounds, 0.22% hits;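 active means compounds that cut the enzyme signal by at least half of the control window in the single-dose screen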;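 further: plate controls were DMSO wells with enzyme plus substrate for no effect and substrate without enzyme for full effect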
Target sequence (P24666 whole entry, looked up): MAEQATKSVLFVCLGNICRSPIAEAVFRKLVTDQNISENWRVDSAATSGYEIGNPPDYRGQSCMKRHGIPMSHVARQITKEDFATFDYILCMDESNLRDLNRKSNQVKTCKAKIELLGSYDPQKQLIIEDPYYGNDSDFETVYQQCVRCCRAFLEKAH
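test system = LMPTP-A | amount = 0.625 nM LMPTP-A final | reagent = fluorogenic phosphatase substrate OMFP at 400 µM final | incubation = 50 min at room temperature | benchmarks = no-enzyme low control, uninhibited high control | medium = Bis-Tris pH 6.0, DTT, detergent | signal = fluorescence intensity of OMFP turnover product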
STEP block = STEP phosphatase inhibitors, primary screen, biochemical, fluorescence intensity, uHTS; Tyrosine-protein phosphatase non-receptor type 5 (Homo sapiens), P54829; inhibition, % at 20 µM; 360,000 compounds, 0.25% hits; recombinant STEP, OMFP fluorogenic substrate; AID 588621, 2011;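 active means inhibition at 20 µM, scaled per plate between control wells, above about 37%, limit read from the data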;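 further: 0% = DMSO with enzyme and substrate and 100% = substrate only without enzyme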
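System: isolated STEP enzyme; schedule: 20 min enzyme reaction at room temperature, protected from light; medium: Bis-Tris buffer pH 6.0, 2.5 mM DTT, 0.005% Tween 20; signal: fluorescence, 480/540 nm; dosing: single compound dose of 20 µM, 1% DMSO final; also added: OMFP substrate, 25 µM final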
Scp1 inh = Scp-1 phosphatase inhibitors, primary screen, biochemical, colorimetric, uHTS; Recombinant Scp1, phosphopeptide, malachite green phosphate absorbance; Carboxy-terminal domain RNA polymerase II polypeptide A small phosphatase 1 (Homo …; inhibition, % at 20 µM; 340,000 compounds, 0.88% hits;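 active means inhibition above about 50% at 20 µM, limit read from the data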;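 further: plate controls were DMSO wells with enzyme for no effect and wells lacking enzyme for full effect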
Target sequence (Q9GZU7 76-261 limits assumed): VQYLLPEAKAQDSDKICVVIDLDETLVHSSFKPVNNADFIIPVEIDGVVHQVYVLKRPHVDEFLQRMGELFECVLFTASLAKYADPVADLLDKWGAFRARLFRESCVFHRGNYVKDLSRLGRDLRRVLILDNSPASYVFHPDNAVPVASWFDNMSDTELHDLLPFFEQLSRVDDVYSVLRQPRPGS
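Assay system: SCP-1 catalytic fragment, aa 76-261 | Buffer or medium: Tris acetate buffer pH 5.5 with MgCl2 and Tween-20 | Compound: One concentration, 20 µM, with 1.0% DMSO | Also added: Phospho 17-mer peptide substrate | Signal: Absorbance at 630 nm | Incubation: 45 min enzyme reaction at room temperature | Measure: % inhibition of SCP-1 phosphate liberation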
NRP1-CendR mod = modulators of CendR peptide binding to NRP-1, primary screen, biochemical, fluorescence polarization, uHTS; Neuropilin-1 (Homo sapiens), O14786; AID 602438, 2012; 360,000 compounds, 0.85% hits; inhibition, % at 25 µM; FAM-RPARPAR peptide binding to NRP-1;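 active means inhibition or corrected inhibition above about 18%, plus a signal ratio from 0.5 to 1.5, limit read from the data, passing the limit was not always enough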; further: strong numbers were not always called active
DNMT1 inh = human DNMT1 methyltransferase inhibitors, primary screen, biochemical, molecular beacon, fluorescence, HinP1I cleavage, uHTS | DNA (cytosine-5)-methyltransferase 1 (Homo sapiens), P26358 | inhibition (reported as % activation of signal), % at 10 µM | 360,000 compounds, 0.83% hits | AID 588458, 2011; in the data active means inhibition above about 50%
* hit, by the source's call; i = inactive; . = not tested or not shown; + = active, no number.

| Structure | NadD block | MT1-MMP act inh | LMPTP block | Rpn11 inh | NRP1-CendR mod | SKN-1 inh | Scp1 inh | SUMO1 PPI mod | DNMT1 inh | STEP block |
| --- | --- | --- | --- | --- | --- | --- | --- | --- | --- | --- |
| Cc1cc(NC(=O)CCC(=O)N(c2ccc(F)cc2)C(C(=O)NC2CCCC2)c2cccnc2)no1 (stereo not drawn) | 5 | -1 | -0.1 | i | 11 | 6 | -2 | 2 | -3 | 1 |
| Cc1csc2nc(CSc3nc4ccccc4o3)cn12 | 9 | 3 | 0.9 | i | -12 | 6 | 0 | -3 | 1 | 2 |
| CCOC(=O)N1CCN(C(=O)CSc2nc(=O)n3ccccc3n2)CC1 | -2 | 6 | 0.1 | i | 3 | 9 | -4 | -5 | 1 | -1 |
| NC(=O)C1CCCN1S(=O)(=O)c1ccc2ccccc2c1 (stereo not drawn) | -1 | 3 | -0.8 | i | -1 | -38 | 1 | -4 | 1 | -2 |
| COc1ccccc1/C=N/NC(=O)c1cccc2ccccc12 | 1 | -3 | 1.1 | i | 4 | 12 | -4 | 3 | 4 | 1 |
| CC(C)CCn1c(=O)c2ccccc2n2c(CN3C(=O)NC4(CCC(C)CC4)C3=O)nnc12 (stereo not drawn) | 1 | -5 | -0.4 | i | -13 | -2 | -5 | 4 | -4 | -1 |
| COCCCNC(=O)c1ccc2c(=O)n(Cc3ccc(OC)cc3)c(=O)[nH]c2c1 | -4 | 5 | -0.5 | i | -1 | 6 | -9 | -3 | -2 | -1 |
| CCN(C(=O)Cn1c(=O)oc2ccccc21)c1cccc(C)c1 | -4 | 1 | -0.3 | i | 1 | 6 | -9 | 8 | -1 | 1 |
| COc1ccccc1C1C(C(N)=O)=C(C)Nc2nc(CCCO)nn21 (stereo not drawn) | -6 | -4 | -0.8 | i | 4 | 13 | -5 | -5 | 1 | 0 |
| COc1ccccc1/C=C(/C(=O)NCCCn1ccnc1)c1ccccc1 | 2 | -1 | -1.2 | i | -8 | 8 | -3 | -1 | 3 | -2 |
| CC(=O)Nc1c(NC(=O)CC#N)[nH]c2c(c1=O)c(=O)n(C)c(=O)n2C | 4 | -7 | -1.2 | i | 0 | 8 | -8 | 0 | -1 | -1 |
| CNc1ccccc1C(=O)OC(C)C(=O)Nc1ccc(Cl)cn1 (stereo not drawn) | -4 | 4 | -1.4 | i | -6 | 7 | 6 | 5 | 1 | -2 |
| CCOC(=O)N1CCN(C(=O)C2CCN(S(=O)(=O)c3cc(Cl)ccc3OCC)CC2)CC1 | -2 | 2 | -1.7 | i | 9 | 11 | -7 | 0 | 0 | 0 |
| COc1ccccc1C(=O)NC(=O)COC(=O)CNC(=O)c1ccc(Cl)c([N+](=O)[O-])c1 | -5 | 1 | 0.2 | i | -6 | 20 | -5 | -23 | -2 | 4 |
| CC[n+]1c(/C=C2\Sc3ccccc3N2C)ccc2cccc(C)c21 | 13 | -53 | 81* | + | -77 | 63 | 4 | -117 | 19 | 14 |
| Nc1ccc2c(c1)C/C(=C/c1ccco1)C2=O | 31* | -10 | 67* | i | -72 | 4 | 73* | 40* | 88* | 10 |
| Cc1ccc(O)c(NC(=O)C2CC(c3c(F)cccc3Cl)=NO2)c1 (stereo not drawn) | 0 | 3 | 1.8 | i | 0 | -8 | -11 | 2 | -8 | -3 |
| O=C1CCC(C(=O)N2CCCCO2)CN1Cc1cccc(F)c1 (stereo not drawn) | 1 | 2 | -2.0 | i | 7 | -5 | -6 | -1 | 1 | -4 |
| O=C(Nc1cccc2c1CCCC2)c1cc([N+](=O)[O-])ccc1Cl | -1 | -8 | -1.4 | i | 1 | -5 | 35 | -14 | 19 | 2 |
| COc1ccccc1CNC(=O)CN1C(=O)NC(C)(c2ccc(C)cc2)C1=O (stereo not drawn) | 4 | 1 | -0.4 | i | 13 | -6 | 2 | 1 | -2 | 0 |

The last 3 compounds of the part above come first, to join the parts.
| Structure | NadD block | MT1-MMP act inh | LMPTP block | Rpn11 inh | NRP1-CendR mod | SKN-1 inh | Scp1 inh | SUMO1 PPI mod | DNMT1 inh | STEP block |
| --- | --- | --- | --- | --- | --- | --- | --- | --- | --- | --- |
| O=C1CCC(C(=O)N2CCCCO2)CN1Cc1cccc(F)c1 (stereo not drawn) | 1 | 2 | -2.0 | i | 7 | -5 | -6 | -1 | 1 | -4 |
| O=C(Nc1cccc2c1CCCC2)c1cc([N+](=O)[O-])ccc1Cl | -1 | -8 | -1.4 | i | 1 | -5 | 35 | -14 | 19 | 2 |
| COc1ccccc1CNC(=O)CN1C(=O)NC(C)(c2ccc(C)cc2)C1=O (stereo not drawn) | 4 | 1 | -0.4 | i | 13 | -6 | 2 | 1 | -2 | 0 |
| Cc1ccc(NC(=O)CSc2ccc(-c3cccnc3)nn2)c(C)c1 | -1 | 3 | -1.0 | i | -5 | -16 | 0 | 5 | 0 | -2 |
| COCCNC(=O)c1ccc2c3n(nc2c1)-c1ccc(Cl)cc1CO3 | -3 | -1 | 0.4 | i | 4 | 3 | 0 | -30 | 1 | 1 |
| O=C(N=Nc1c(O)[nH]c2ccccc12)c1cc(NS(=O)(=O)c2cccs2)cc(NS(=O)(=O)c2cccs2)c1 | 25 | 16 | 6.6 | i | -7 | 15 | 0 | 17 | 9 | 0 |
| C/C(=N\NC(=O)c1ccc(CN2CCOCC2)cc1)c1ccc(NC(=O)c2ccccc2)cc1 | 0 | 5 | 0.1 | i | 9 | 7 | -8 | 2 | 1 | 1 |
| Cc1ccc(S(=O)(=O)c2nc(S(C)(=O)=O)sc2N2CCC3(CC2)OCCO3)cc1 | 2 | -5 | 0.2 | i | 18 | 14 | -5 | -4 | 1 | -2 |
| CN(C)S(=O)(=O)c1ccc2nnn(O)c2c1 | 0 | 0 | -0.7 | i | -3 | 1 | 6 | -2 | 2 | 1 |
| COC(=O)c1[nH]c2ccccc2c1NC(=O)CN1CCN(C(=O)c2ccco2)CC1 | 5 | 5 | -2.6 | i | 15 | 4 | 3 | -8 | 1 | -2 |
| CC(C)(C)OC(=O)NC(=NCCCc1cn(CC(=O)N2CCN(C(=O)OC(C)(C)C)CC2)nn1)NC(=O)OC(C)(C)C | 0 | -1 | -1.7 | i | 8 | 25 | -4 | 3 | -1 | 7 |
| CCOC(=O)C1C2C=CC3(CN(c4ccc(Cl)c(F)c4)C(=O)C13)O2 (stereo not drawn) | 4 | 7 | -0.2 | i | -3 | 10 | -8 | 2 | -1 | 1 |
| COc1ccc(-c2cc(C(=O)Nc3ccc4c(c3)OCO4)no2)cc1OC | 5 | 2 | 5.1 | i | 4 | -3 | 0 | 8 | -3 | 0 |
| Cc1ccc(C(=O)OCC(=O)NC(C)C)cc1S(=O)(=O)N1CCOCC1 | -7 | 5 | -0.2 | i | 6 | -3 | -2 | 3 | -1 | -1 |
| COc1ccc(OC)c(CCNC(=O)CSc2ccsc2[N+](=O)[O-])c1 | -2 | 1 | 3.1 | i | -4 | -8 | 3 | -12 | -6 | 6 |
| CCC(CC)C(=O)NCCc1cc2c(OC)ccc(OC)c2[nH]c1=O | -1 | 5 | -1.0 | i | -6 | 11 | -8 | -1 | 2 | -6 |
| COCCC1CCCCN1C(=O)c1cc(COc2cccc(C(C)=O)c2)on1 (stereo not drawn) | -2 | 4 | -0.5 | i | -9 | 9 | 0 | 0 | 0 | 1 |
| COCCCn1c(=O)/c(=C\c2ccc(OC(F)F)c(OC)c2)s/c1=C(/C#N)C(=O)NCCOC | -13 | -48 | -2.9 | . | -118 | -16 | -12 | -7 | -3 | -4 |
| CC1=C(C(=O)N(C(C)C)C(C)C)CC(CC(=O)NC2CCCCC2)C(=O)N1CCC1=CCCCC1 (stereo not drawn) | -9 | -2 | -1.3 | i | 7 | -5 | . | 0 | -3 | 4 |
| Nc1ccc(C23CC4CC(CC(CO)(C4)C2)C3)cc1 | -1 | -2 | -1.4 | i | 9 | -11 | -12 | 13 | -3 | -4 |
| CCCCc1nc2sc3c(SCC(=O)NCc4ccco4)ncnc3c2c2c1CCC2 | 28 | -2 | 2.6 | i | -14 | 6 | 47 | -111 | 78* | 5 |
| C/C(=N\NC(=O)c1ccncc1)c1cccc(NC(=O)c2ccc(Cl)s2)c1 | 0 | -9 | -0.6 | i | 2 | 5 | -7 | -4 | -1 | -2 |
| NC(=S)N/N=C/c1coc2ccc(Br)cc2c1=O | 5 | -17 | 16 | . | -28 | 19 | -1 | -3 | -5 | 2 |
| O=C(NCC1CCCO1)c1cc2c([nH]c3ccccc32)c(-c2cccc(Br)c2)n1 (stereo not drawn) | -1 | -17 | 7.6 | i | -6 | -2 | -4 | -4 | -22 | 2 |
| COc1ccc(NC(=O)c2cc(C3CCCCN3S(=O)(=O)c3ccccc3)on2)c(C)c1 (stereo not drawn) | -5 | 1 | -1.0 | i | -10 | 4 | . | 8 | -4 | -1 |
| C=CCCC(=O)Nc1nc(C)c(-c2csc(Nc3ccccc3OC)n2)s1 | 6 | 0 | 1.9 | i | -8 | -16 | 6 | -3 | -30 | -1 |
| Cc1ccc2nc(N3CCN(Cc4ccc(F)cc4)C3=O)c(C)cc2c1 | 3 | 1 | 2.4 | i | 10 | 5 | 8 | -4 | 0 | 3 |
| O=C(N/N=C/c1cc2ccccc2[nH]1)c1ccccc1Cl | 1 | -1 | 0.2 | i | -4 | -1 | -7 | -1 | 0 | -4 |
| CCCc1ccc(S(=O)(=O)N(C)S(=O)(=O)c2ccc(F)cc2)cc1 | 2 | -1 | 2.9 | i | 9 | 6 | -10 | 4 | 7 | 1 |
| COc1ccc(NC(=O)N(C)C[C@H]2Oc3ncc(C#C[C@@H](C)O)cc3C(=O)N([C@H](C)CO)C[C@H]2C)cc1 | 7 | 5 | 0.2 | i | -3 | 9 | . | 0 | 7 | 2 |

Compound activity deposited in PubChem BioAssay by Sanford-Burnham Center for Chemical Genomics.
